Cneo AK release: causes C. neoformans cell lysis; adenylate kinase release luminescence, 4 h; normalised: neutral wells 0, clomiphene wells 100; lysis activity, % at 15 µM; 360,000 compounds, 0.2% hits; AID 651654;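 active = mean lysis activity across replicates of at least 80%, whatever share of replicates individually reach that level; inactive = mean lysis activity below 80%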
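Material: C. neoformans cells | Amount: Yeast cell density of 5 × 10^6 cells/mL | Medium: Fresh YPD growth medium | Dosing: Single dose | Times: Static 4 h at 37 °C with compound, 1 h detection | Detection: AK luminescence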
LGR2 inh: blocks bursicon-induced cAMP signaling via Drosophila LGR2; 380,000 compounds, 0.35% hits; AID 720647; HEK293 LGR2, CRE-luciferase, bursicon-stimulated, 4 h; inhibition, % at 9.99 µM;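 active = drop in luminescence signal, shown as inhibition above about 50% in the replicate tests, limit read from the data, passing the limit was not always enough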;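 also: agonist challenge used bursicon conditioned medium at about half maximal strength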
C2C12 statin: suppression of simvastatin myotoxicity. C2C12 myotubes + simvastatin, ATP luminescence, 48 h; scaled: DMSO 0, geranylgeraniol control 100. AID 602340. rescue of ATP level, % at 7.49 µM. 330,000 compounds, 0.78% hits;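 active = mean ATP rescue above about 67%, or every replicate alone reaching that limit, limit read from the data, passing the limit was not always enough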;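 also: myotubes were challenged with 10 µM simvastatin during compound exposure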
PGC1a acetyl inh: lowers PGC1a acetylation signal in U2OS cells. AlphaScreen anti-acetyl-lysine; with virally co-expressed GCN5 acetyltransferase. inhibition, % at 15.6 µM. 350,000 compounds, 0.17% hits. AID 651687;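 active = every replicate shows inhibition of at least 40%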;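 also: 0% = neutral control wells and 100% = positive control wells; some results beyond the cut were filed as inactive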
Active calls of the source: *; nt = not tested or not shown.

Fields – LGR2 inh	Cneo AK release	PGC1a acetyl inh	C2C12 statin
O=C(CCN1CCCCC1)c1ccc2c(c1)OCO2
  -10	4	nt	-11
COc1ccc(N2CCN(C(=O)C3CCC(Cn4c(=S)[nH]c5ccccc5c4=O)CC3)CC2)cc1 (centres undefined)
  23	1	nt	21
C/C(CC(=O)Nc1ccccn1)=N\NC(=O)C(=O)Nc1cccc(Cl)c1C
  -5	0	nt	0
CCOC(=O)c1sc(NC(=O)CSc2nc3c(c(-c4ccc(OC)cc4)c2C#N)CCCC3)c(C#N)c1C
  -20	0	nt	-5
CCC(CC)c1nnc(NC(=O)CN2C(=O)C3C4C=CC(C4)C3C2=O)s1 (centres undefined)
  12	-3	nt	6
CN(C(=S)Oc1ccc(C(=O)Nc2ccccc2)cc1)c1ccccc1
  -8	-4	nt	0
CC(=O)CC(=O)Nc1ccn(-c2ccccc2)n1
  -8	3	nt	1
COC(=O)C1CSc2[nH]c(=O)sc2C1c1ccc(OC)c(OC)c1 (centres undefined)
  -2	-1	nt	-4
C=C(C)c1cccc(C(C)(C)NC(=O)N(Cc2ccccc2)Cc2ccco2)c1
  17	-2	nt	1
O=C(COC(=O)CNS(=O)(=O)c1ccccc1)Nc1ccc(Cl)cn1
  2	2	nt	-2
COCCNC(=O)C(c1ccc(C)o1)N(Cc1cccs1)C(=O)c1snc(C(N)=O)c1N (centres undefined)
  5	18	nt	2
Cc1cccc(OCC(=O)NCC(=O)n2nc(C)cc2C)c1
  3	1	nt	0
CCCOc1ccc(N2C(=O)C3ON(c4ccccc4)C(c4ccc(O)c(OC)c4)C3C2=O)cc1 (centres undefined)
  11	-5	nt	-11
Cc1cnc(C(=O)OCC(=O)Nc2cccc(Cl)c2)cn1
  10	0	nt	6
Cc1ccccc1C(=O)NC(=S)Nc1ccccc1C(F)(F)F
  11	1	nt	3
O=c1[nH]nc(SCc2ccccc2)c(=O)[nH]1
  3	2	nt	3
CCOC(=O)c1ccc2c(c1)nc(C)n2CC
  -44	-10	nt	-2
O=C(NCN1C(=O)C2C3C=CC(C3)C2C1=O)Nc1cccnc1 (centres undefined)
  24	3	nt	8
CC(C)CNS(=O)(=O)c1ccc(C(=O)Nc2ccc3c(c2)OCCO3)cc1
  -15	nt	-29	11
O=C(NCc1ccc2c(c1)OCO2)c1ccc(-c2ccc(Cl)cc2)o1
  -10	nt	14	9

Overlap with the part before: two entries, then new ones.
Fields – LGR2 inh	Cneo AK release	PGC1a acetyl inh	C2C12 statin
CC(C)CNS(=O)(=O)c1ccc(C(=O)Nc2ccc3c(c2)OCCO3)cc1
  -15	nt	-29	11
O=C(NCc1ccc2c(c1)OCO2)c1ccc(-c2ccc(Cl)cc2)o1
  -10	nt	14	9
CCOc1c(Cl)cc(CNCC(C)C)cc1OC
  -14	nt	-8	28
c1ccc2c(N3CCCC3)nc(-c3ccncc3)nc2c1
  11	nt	-1	-7
COC(=O)c1sccc1NC(=O)c1c(C)noc1C
  1	nt	0	8
N#Cc1c(Sc2ncc(C(F)(F)F)cc2Cl)nsc1C/C=N\OCc1ccccc1Br
  -14	nt	8	2
COc1ccc(CNC(=O)c2noc3c2CCCCC3)cc1
  -26	nt	3	-9
COc1ccc(CN(C)C(=O)COC(=O)c2ccc3c(c2)OCO3)cc1OC
  -1	nt	25	3
Cc1ccc(S(=O)(=O)N2CCN(S(C)(=O)=O)CC2)cc1
  10	nt	10	21
O=C1C2Sc3[nH]c(=O)sc3C(c3ccccc3)C2C(=O)N1c1ccccc1 (centres undefined)
  -9	nt	9	-1
C/C(=C\c1ccccc1)CN1CCN(c2ccccc2)CC1
  20	nt	-8	5
CC1CCN(S(=O)(=O)c2ccc(NC(=O)Cc3cccs3)cc2)CC1
  20	nt	-15	-1
CCCCOc1ccc(Cl)cc1CSc1nncn1N
  12	nt	2	18
CN(C)CCCNS(=O)(=O)c1cc(Cl)ccc1Cl
  19	nt	-1	-32
CCOC(=O)NC(Nc1nc2ccccc2s1)(C(=O)OCC)C(F)(F)F (centres undefined)
  8	nt	-23	10
Cc1cccc(/C(N)=N/OC(=O)CCC2CCCCC2)c1
  -64	nt	-4	11
Cc1c(Br)cc(-c2nnco2)cc1Br
  16	nt	0	-6
CC(C)C(=O)c1cn(CC(=O)N2CCCc3ccccc32)c2ccccc12
  -1	nt	10	32
COc1ccc(N2CCN(C(=O)Cn3nnc(-c4cccs4)n3)CC2)cc1
  7	nt	5	6
CC(=O)Nc1ccc(OCC(O)CNC2CCCC2)cc1 (centres undefined)
  1	nt	6	8
CCCOc1ccc(C(CC(=O)O)NC(=O)C23CC4CC(CC(C4)C2)C3)cc1 (centres undefined)
  -11	nt	-11	5
CCOC(=O)c1cc2sc(C)cc2n1C(C)C(=O)OCC (centres undefined)
  -12	nt	-3	10
CC(=O)c1ccc(NC(=O)Nc2ccc(NS(=O)(=O)c3ccc(C)cc3)cc2)cc1
  2	nt	-25	5
O=C1c2cccnc2C(=O)N1Cc1ccc(F)cc1
  -20	nt	-3	-29
Cc1cccc(NC(=O)c2c(C)cc(=O)oc2C)n1
  10	nt	-17	12
CCCCOC(=O)C1[C@H]2C(=O)N(CCc3ccccc3)C[C@]23C=C[C@H]1O3 (some centres undefined)
  -5	nt	2	-1
O=C(CN1C(=O)COc2ccccc21)N(Cc1cccnc1)Cc1cccc(F)c1
  -15	nt	10	7
COc1ccc(CNC(=O)c2ccc(-c3ccccc3)cc2)cc1
  -39	nt	-10	9
O=c1c2ccccc2oc2nc3n(c(=O)c12)CCCS3
  11	nt	-26	8
COc1ccccc1/C=C/C(=O)c1ccc(Cl)cc1
  13	nt	2	10
O=C(Nc1cccc(Cl)c1)Nc1nc(-c2ccc(Cl)cc2)cs1
  -19	nt	-4	-31
CCOc1ccc(CCNc2nc3c(c(=O)n(C)c(=O)n3C)n2CC)cc1OCC
  -1	nt	-1	22
O=C(c1ccc2c(c1)OCO2)N1CCN(c2ccc(Cl)cc2)CC1
  -2	nt	-15	23
Cc1ccc(-c2ccc(=O)[nH]n2)cc1
  9	nt	9	-20
CCOC(=O)NC1(C(F)(F)F)NC(=O)N(C2CCCCC2)C1=O (centres undefined)
  14	nt	-17	6
Cc1ccc(C2C=C(c3ccc4c(c3)OCO4)Nc3ncnn32)cc1 (centres undefined)
  15	nt	-3	-12
CCOc1ccccc1CNC(=O)C1CCN(C(=O)c2sccc2-n2cccc2)CC1
  0	nt	7	8
CCn1cc(/C=C(/C#N)S(=O)(=O)c2ccccc2)cn1
  8	nt	-3	-26
CC12CCC(C(=O)NC(c3ccccc3)c3ccccc3)(OC1=O)C2(C)C (centres undefined)
  6	nt	-12	-27
CCOC(=O)C1CCCN(C(=O)c2cnn3c(C(F)(F)F)cc(-c4ccccc4)nc23)C1 (centres undefined)
  -4	nt	-9	9
Cc1nn(Cc2c(F)c(F)c(F)c(F)c2F)c(C)c1NC(=O)c1ccc(COc2ccccc2Cl)o1
  36	nt	17	-25
Cc1ccc(NC(=O)CN2CCCCCC2)c(Br)c1
  -67	nt	5	-14
Cc1nn(Cc2ccccc2)c(C)c1NC(=O)c1cc(-c2ccc3c(c2)OCO3)on1
  -7	nt	7	9
O=C(COc1ccccc1)OCc1cc2ccccc2[nH]c1=O
  -14	nt	-7	-4
O=C(OCc1ccc(F)cc1)c1ccc2c(c1)-c1ccccc1C2=O
  -23	nt	-2	11
CCOC(=O)C(NCCCO)c1ccccc1 (centres undefined)
  -16	nt	-5	1
O=C1CCCC(O)=C1C1NCCc2ccccc21 (centres undefined)
  -17	nt	1	-2
COC(=O)c1ccccc1NC(=O)C1CC(=O)N(c2ccccc2)C1 (centres undefined)
  -12	nt	1	15
CCOC(=O)C1=C(c2ccccc2)NC(SCC(=O)Nc2cccc(C)c2)=C(C#N)C1c1ccco1 (centres undefined)
  6	nt	-3	33
O=c1[nH]n(-c2ccc(Cl)cc2)c(=O)c(Cl)c1Cl
  10	nt	0	12
O=C/C(=C\Nc1ccccn1)c1nc2ccccc2o1
  -44	nt	0	6
COc1cc(C(=O)NCCC(C)C)c([N+](=O)[O-])cc1OC
  5	nt	-29	6

(more compounds)
Fields – LGR2 inh	Cneo AK release	PGC1a acetyl inh	C2C12 statin
CCOc1ccc(-n2c(SCc3nc(-c4ccc(C)cc4)no3)nnc2-c2ccncc2)cc1
  6	nt	-4	-139
Cc1cc2c3c(c1)C1(C(=O)N3C(C)(C)CC2C)C(C#N)=C(N)Oc2n[nH]c(C)c21 (centres undefined)
  15	nt	-1	0
Cc1c(C#N)c(N=CN(C)C)c(C(=O)c2ccc(Br)cc2)n1-c1ccccc1
  0	nt	-31	0
CC(=O)Nc1ccc(S(=O)(=O)NCC2CCC(C(=O)N3CCN(c4ccccn4)CC3)CC2)cc1 (centres undefined)
  8	nt	51	-16
CC(C)(C)c1ccc(OCCN2CCCC2)cc1
  -4	nt	17	3
COc1ccc(C)cc1NS(=O)(=O)c1cc(C)ccc1C
  26	nt	-5	4
O=C(CCS(=O)(=O)Cc1ccccc1)N1CCN(c2ccccc2)CC1
  2	nt	-4	5
O=C(c1ccccc1)c1cccn1CC(=O)N1CCCCCC1
  -9	nt	-5	110*
NC(=O)c1ccc(-c2ncc(-c3ccccc3)o2)cc1
  19	nt	7	3
COc1ccc(NC(=O)CSc2nc(C)cc(C)n2)cc1
  1	nt	12	61
CS(=O)(=O)N(Cc1ccccc1)c1ccc(C(=O)NC2CCCCC2O)cc1 (centres undefined)
  -4	nt	-4	-3
O=C(CC1Nc2ccccc2NC1=O)Nc1cc(Cl)cc(Cl)c1 (centres undefined)
  -19	nt	-10	-28
CC(C)(C)c1csc(NC(=O)CSc2nc3ccccc3c(=O)[nH]2)n1
  -2	nt	-4	10
Cc1ccc(C(=O)Nc2nc(-c3cccnc3)cs2)o1
  -27	nt	-1	-18
O=c1c2[nH]c3cccc(Cl)c3c2ncn1CCN1CCCCC1
  -21	nt	1	103*
CCCOc1ccc(C(=O)N2CCCC2C(=O)O)cc1 (centres undefined)
  12	nt	-1	11
CCOC(=O)N1CCC2(CC1)CC(=O)c1c(ccc3oc(C(=O)O)c(C)c13)O2
  28	nt	0	18
CC1CCCCC1N1CN=C(Nc2nc3ccccc3s2)NC1 (centres undefined)
  -9	nt	-8	18
Cc1ccc(NC(=O)c2cccc(S(=O)(=O)N(C)c3ccccc3)c2)cc1S(=O)(=O)N1CCOCC1
  4	nt	-6	-5
CCN1CCN(c2nc3c(c(=O)n(C)c(=O)n3C)n2Cc2cccc3ccccc23)CC1
  2	nt	16	5
CCCCCCn1c2c(c(=N)c3c1CCC3)CCC2
  22	nt	24	-368
Cc1ccc(NC(=S)NNC(=O)c2ccco2)cc1
  -17	nt	1	8
Cc1cc(=O)[nH]c(SCc2nc3ccccc3n2Cc2ccccc2)n1
  15	nt	9	30
Cc1ccc(C)c(NC(=S)NNC(=O)c2ccc(Br)o2)c1
  7	nt	-3	-1
Cc1ccc(-n2ccnc2SCC(=O)O)c(C)c1
  -1	nt	-1	6
O=C(COC(=O)CCc1c[nH]c2ccccc12)Nc1ccc([N+](=O)[O-])cc1
  -3	nt	-10	3
c1ccc(C2=Nn3c(nnc3-c3cccnc3)SC2)cc1
  -18	nt	2	-14
Cc1ccc(-c2noc(CSc3nnc(-c4ccncc4)n3-c3ccc(C)cc3)n2)cc1
  9	nt	-1	-19
CCN(CC)S(=O)(=O)c1cccc(-c2cn3cc(C)ccc3n2)c1
  -44	nt	-7	-24
Cc1cccc(-c2nc(=S)c3c(n2Cc2ccco2)CCCC3)c1
  -16	nt	-12	-18
CCOC(=O)c1ccccc1NC(=O)c1ccc(NS(C)(=O)=O)cc1
  -5	nt	14	-5
O=C(c1cc(-c2ccc(Cl)c(Cl)c2)on1)N1CCN(c2ccccc2)CC1
  -6	nt	7	-3
COC(=O)c1ccccc1NC(=O)Nc1cccnc1
  21	nt	2	1
CCC(C)NCCOCCOc1ccccc1-c1ccccc1 (centres undefined)
  0	nt	-2	11
CS(=O)(=O)N1N=C(c2ccco2)CC1c1ccc(Cl)cc1 (centres undefined)
  -2	nt	5	1
O=C(NCC1(c2ccccc2)CCCC1)C1(c2ccccc2)CCCC1
  19	nt	-45	0
CCOCC(O)CS(=O)Cc1ccccc1 (centres undefined)
  2	nt	12	25
O=C(Nn1c(O)c(C=C2N=c3ccccc3=N2)sc1=S)c1ccc(Cl)cc1
  -27	nt	2	-4
CCSc1cnc(-c2ccccc2)n1CC
  -3	nt	-49	16
Cc1ccc(NC(=O)c2cc(C)on2)cc1
  -13	nt	-2	-43
CSc1ccccc1NC(=O)Nc1ccc(Cl)cc1
  -20	nt	1	-45
O=C(NC(Cc1c[nH]c2ccccc12)c1nnc2n1CCCCC2)c1ccc(Cl)cc1 (centres undefined)
  4	nt	-7	-10
Cn1c(N)c(C(=O)COC(=O)C2=COCCO2)c(=O)n(C)c1=O
  21	nt	-15	6

This is a subset; rates above refer to the full screens.
